# GPR55 antagonists = GPR55 antagonists blocking LPI-driven arrestin recruitment, primary screen, imaging, U2OS, beta-arrestin-GFP, LPI agonist (AID 2013) | U2OS GPR55 beta-arrestin-GFP translocation imaging, LPI antagonism; higher % means a stronger effect | one-dose inhibition, % at 10 µM; IC50 in µM for titrated hits | 290,000 tested, 0.13% active;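 active means spots per cell inhibited over 60%, with over 100 cells counted and total cytoplasm intensity under 500,000; inconclusive means wells with under 100 cells, flagged as likely toxic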;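 further: U2OS cells stably carrying GPR55 and arrestin-GFP stimulated by 5 µM LPI near EC80; imaged beta-arrestin-GFP aggregate spots per cell after agonist stimulation; plate controls were LPI-stimulated DMSO wells for no effect and DMSO wells without LPI for full effect; some results filed as inactive read as strong as hits; confirmed hits need IC50 under 10 µM and bright autofluorescent wells are also inconclusive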
# KOR beta-arrestin-1 = KOR antagonists, beta-arrestin recruitment, cell-based, luminescence, uHTS (AID 1778) | KOR beta-arrestin recruitment, luminescence, antagonist mode; higher % means a stronger effect | inhibition, % at 10 µM, or IC50 in µM where a hit was titrated | 290,000 tested, 0.091% active; further: strong numbers were not always called active
# Myeloid diff 2 = compounds promoting myeloid differentiation. ER-HoxA9 myeloid progenitors, lysozyme-GFP differentiation, flow cytometry. calls only at 10 µM. 360,000 tested, 1% active. AID 624256;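 active means normalized GFP-positive differentiation at or above the plate's own cutoff, the solvent-only control mean plus 3 SD; inconclusive means no clear call, values can overlap the other calls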;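 further: cells exposed to compound for four days before flow analysis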
# T cell HTS = modulates CD8 T cell binding to vesicles. 2C CD8+ T cell-vesicle binding, flow cytometry; stronger effect = lower value. calls only at 7 µM. 330,000 tested, 0.068% active. AID 2052;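 active means response, share of CD8 T cells binding vesicles, and their 90th percentile fluorescence all below set limits, cut at about 80% in these data, passing the limit was not always enough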
#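 Also added: QL9-peptide-loaded Drosophila micro-vesicles bearing Ld, ICAM-1 and B7-1; Test system: purified 2C TCR transgenic mouse naive CD8+ T cells; Measured by: cytometric PE anti-B7-1 and Alexa647 anti-CD8 signals after 1% paraformaldehyde fixation; Timing: binding step 1.5 h, 37 °C, antibody labelling 20 min, ice.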
# GPR55 beta-arrestin = selective activators of receptor GPR55 – imaging, U2OS cells, beta-arrestin-GFP redistribution, primary screen (AID 1961) | U2OS GPR55 beta-arrestin-GFP redistribution imaging; higher % means a stronger effect | activation, % at 10 µM; hits with a dose series show EC50 in µM | 290,000 tested, 0.048% active;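 active means activation above 40% with more than 50 cells counted in the well; inconclusive means wells holding fewer than 50 cells, flagged as toxic or sparse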;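 further: U2OS osteosarcoma cells stably expressing GPR55 and beta-arrestin-GFP; plate controls were DMSO negative control for no effect and LPI positive control for full effect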
# HEK293 NOD2/NF-kB = inhibition of NOD2-driven NF-kB reporter – cell-based, luminescence, uHTS, HEK293 (AID 1566); HEK293 NOD2/NF-kB luciferase reporter, luminescence; higher % means a stronger effect; inhibition, % at 4 µM; hits with a dose series show EC50 in µM; 290,000 tested, 0.63% active; further: many of its hits are not listed in these tables
# NTR1 agonist = agonists of NTR1, primary screen, imaging, U2OS cells, beta-arrestin-GFP, high content (AID 493036). P30989. NTR1-U2OS beta-arrestin-GFP spot imaging, agonist mode. activation, % at 20 µM. 330,000 tested, 0.17% active;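 active means activation at or above 40% of the spot to cytoplasm intensity ratio, with at least 20 cells analyzed; inconclusive means wells under 20 cells, flagged as cytotoxic or low count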;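 further: 0% = DMSO without peptide and 100% = 100 nM NTR1 peptide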
# Target sequence (P30989 whole entry, looked up): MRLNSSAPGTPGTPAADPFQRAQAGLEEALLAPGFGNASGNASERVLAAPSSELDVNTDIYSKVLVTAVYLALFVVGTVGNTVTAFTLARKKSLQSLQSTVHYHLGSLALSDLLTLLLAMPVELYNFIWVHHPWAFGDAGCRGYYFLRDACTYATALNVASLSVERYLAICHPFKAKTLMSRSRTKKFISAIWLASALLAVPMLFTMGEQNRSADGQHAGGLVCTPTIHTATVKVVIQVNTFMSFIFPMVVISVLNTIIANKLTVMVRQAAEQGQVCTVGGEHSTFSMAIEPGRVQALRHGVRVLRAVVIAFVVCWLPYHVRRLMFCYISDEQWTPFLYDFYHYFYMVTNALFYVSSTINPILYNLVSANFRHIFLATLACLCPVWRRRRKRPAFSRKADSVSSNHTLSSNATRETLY
# NOD1 inhibition = NOD1 signaling inhibitors, primary screen, cell-based, luminescence, uHTS (AID 1578) | NOD1-driven NF-kB luciferase reporter cells, luminescence; higher % means a stronger effect | one-dose inhibition, % at 4 µM; EC50 in µM for titrated hits | 290,000 tested, 1% active; in the data active means inhibition mostly above about 36%, no sharp cut-off; inactive means mostly below about 34%;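 further: HEK-293T reporter cells stimulated with the NOD1 agonist gamma-tri-DAP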
# KOR beta-arrestin-2 = kappa opioid receptor activators – cell-based, luminescence, uHTS, primary screen (AID 1777); activation, % at 10 µM, or EC50 in µM where a hit was titrated; KOR beta-arrestin recruitment, luminescence; higher % means a stronger effect; 280,000 tested, 0.02% active; in the data active means activation above about 50%, passing the limit was not always enough; further: a part of the inactive calls stands beside numbers as strong as those of hits
# T cell HTS vesicle-bound % = also measured in T cell HTS; calls as there; double positive events, %; measured here: CD8+ vesicle-bound cell fraction;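 binding gate set so that unloaded-vesicle control wells show 10% double positive cells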
# NTR1 agonist cell count 20 µM = also measured in NTR1 agonist; calls as there; cell count; measured here: cell count, cytotoxicity flag
# Myeloid diff 2 GFP+ MAC1+ % = second read-out of Myeloid diff 2, no call of its own (marks repeat the call); GFP+ MAC1+ double positive, %; measured here: differentiation confirmed by MAC1 staining
# Numbers without * were called inactive; i = inactive; ? = inconclusive; . = not tested or not shown; [ ] = another dose, or the depositor's remark. Unless noted, no stated cut-off is given here; in the data, active means inhibition above about 50%; inactive means the rest. An excerpt, so the mix of outcomes need not match the whole.
# Results follow in this order: GPR55 antagonists	KOR beta-arrestin-1	Myeloid diff 2	Myeloid diff 2 GFP+ MAC1+ %	T cell HTS	T cell HTS vesicle-bound %	GPR55 beta-arrestin	HEK293 NOD2/NF-kB	NTR1 agonist	NTR1 agonist cell count 20 µM	NOD1 inhibition	KOR beta-arrestin-2
Cn1c(CN2CCCCC2)nc2cc(NC(=O)c3ccc(Cl)cc3)ccc21
    18%	-30%	i	5.6	i	46	0.1%	28%	1.3	58	56%	0.4%
COc1ccccc1CNC(=O)CCNS(=O)(=O)c1cccc2nsnc12
    14%	17%	i	6.7	i	21	-0.1%	6%	-0.8	56	3%	-4.1%
O=C(O)Cc1c(C(=O)O)nnn1-c1ccc(Cl)cc1Cl
    1%	-45%	i	0.4	i	52	-0.2%	4%	-2.2	80	-39%	2.2%
O=C(c1cccc(-c2ccco2)c1)N1CCCC(N2CCN(c3ccc(F)cc3)CC2)C1 (configuration not stated)
    -2%	0%	i	1.1	i	61	-0.1%	6%	4.9	64	-3%	6.9%
Cc1ccc(C(=O)C2=C(O)C(=O)N(Cc3ccco3)C2c2cccc(Cl)c2)o1 (configuration not stated)
    6%	14%	i	1.1	i	14	-0.1%	-1%	-0.2	64	-14%	-3.1%
CCOc1ccc(OCC(=O)Nc2ccc(OC)cc2[N+](=O)[O-])cc1
    -4%	-208%[20 µM]	i	0.7	i	49	-0.1%	18%	2.9	77	-12%	3.0%
Cn1c(=O)c2c(n3cnnc13)-c1ccccc1CC21CCCC1
    2%	-23%	i	0.9	i	36	0.4%	-1%	2.0	41	-23%	-3.3%
COc1ccc(O)c(/C=N/NC(=S)Nc2cccnc2)c1
    -6%	10%	i	0.0	i	31	-0.4%	-37%	0.5	43	-25%	-5.6%
CC1Cc2ccccc2N1Cc1cccc(S(=O)(=O)N(C)C)c1 (configuration not stated)
    12%	-47%	i	0.7	i	44	0.3%	9%	0.3	88	-10%	0.8%
CCC(C)c1ccc(NC(=O)COc2c(F)c(F)c(C(F)(F)F)c(F)c2F)cc1 (configuration not stated)
    -3%	-4%	i	0.5	i	14	-0.1%	17%	1.3	58	9%	5.6%
Cc1ccnc2nc(NC(=O)c3ccco3)nn12
    6%	-49%	i	0.5	i	10	-0.1%	4%	1.7	53	-9%	1.5%
COc1cccc(C(=O)C2CCCN(Cc3c(C)n(C)n(-c4ccccc4)c3=O)C2)c1 (configuration not stated)
    -3%	22%	i	0.8	i	20	-0.3%	-22%	1.8	61	4%	4.0%
CC(C)CNC(=O)c1ccccc1NC(=O)CSCc1ccccc1
    2%	-5%	i	0.4	i	52	-0.1%	0%	-1.0	53	21%	7.7%
CC(C)Cc1nc(SCC(=O)N2CCCC2)c2c(=O)n(C)c(=O)n(C)c2n1
    19%	-15%	i	0.8	i	66	-0.1%	2%	-0.3	55	-42%	14%
Cc1cc(C(=O)CSc2nnc(-c3ccccc3)n2Cc2ccc3c(c2)OCO3)c(C)n1C
    -8%	-25%	i	0.5	i	28	0.1%	1%	0.2	97	-12%	0.8%
C=C1C(=O)O[C@@H]2[C@H]1[C@@H](OC(=O)/C(C)=C/C)C/C(C)=C\C(=O)/C=C(\C)[C@@H]2O
    8%	29%	?	.	i	34	-0.1%	7%	5.2	53	55%*	0.8%
Cc1cc(=O)[nH]c(N/N=C/C=C/c2ccccc2)n1
    2%	-6%	i	0.4	i	44	-0.4%	-10%	2.5	87	-27%	1.4%
CCN1CCN(Cc2ccc(OCc3ccccc3)c(OC)c2)CC1
    -4%	-9%	i	5.0	i	46	-0.1%	-55%	-1.0	42	-8%	-2.1%
CSc1sc(C(=O)NNC(C)=O)c2c1C=CCC2
    7%	7%	i	1.1	i	48	-0.1%	11%	1.9	66	-6%	-0.6%
CCOC(=O)N1CCC(NS(=O)(=O)c2ccc(C#N)cc2)CC1
    1%	16%	i	0.4	i	43	0.4%	-16%	0.2	39	-1%	-0.1%
Cc1c(Cl)cccc1NC(=O)CSC(C)c1nc2ccccc2c(=O)[nH]1 (configuration not stated)
    9%	-8%	i	0.9	i	66	0.3%	2%	0.9	74	-7%	3.2%
COc1ccc(OC)c2sc(N(CCN(C)C)C(=O)c3cc(Cl)sc3Cl)nc12
    11%	1%	i	0.3	i	31	-0.2%	22%	9.0	60	-2%	-5.1%
CCOC(=O)C1CCCN(C(=S)NC(=O)/C=C/c2ccc(F)cc2)C1 (configuration not stated)
    0%	-10%	i	6.7	i	0	-0.2%	15%	-0.4	64	-16%	-0.2%
Cc1cc(NC(=O)c2ccc3[nH]c(C)c(C)c3c2)ccn1
    10%	-17%	i	0.3	i	27	-0.1%	22%	3.4	86	2%	-1.7%
COc1cc(NC(=O)CCCSc2nc(-c3ccco3)cc(C(F)(F)F)n2)cc(OC)c1OC
    1%	-16%	i	0.3	i	27	0.1%	16%	0.2	30	-2%	-5.5%
CC1(C)CC(NC(=O)N2c3ccccc3Sc3ccccc32)CC(C)(C)N1
    0%	11%	i	0.7	i	46	-0.2%	-6%	0.2	44	-10%	-0.5%
O=C(C/C=N/OCc1ccc(Cl)cc1Cl)c1ccccc1
    7%	-4%	i	1.1	i	52	-0.1%	-2%	-2.2	90	-16%	1.8%
Cc1c(Cl)cccc1NC(=S)N1CCC(N(C)CC2CCCO2)CC1 (configuration not stated)
    15%	-2%	i	0.8	i	28	0.5%	-18%	-0.3	41	8%	1.9%
Cc1cc(C(=O)Nc2cc(C)n(Cc3ccc(Cl)cc3)n2)no1
    2%	-6%	i	7.6	i	5	0.1%	-5%	0.6	77	-3%	3.3%
COc1cc(C(C(=O)NC2CCCCC2)N(CCN2CCOCC2)C(=O)C2COc3ccccc3O2)cc(OC)c1OC (configuration not stated)
    7%	18%[20 µM]	i	0.1	i	30	0.1%	7%	-0.6	33	-24%	-3.8%
CCCS(=O)(=O)N1CCCC(C(=O)NCCCN2CCN(c3ccc(F)cc3)CC2)C1 (configuration not stated)
    5%	9%	i	0.9	i	19	0.4%	18%	-0.5	41	12%	-4.3%
O=C(c1ccco1)N1N=C(C2CCCCC2)CC1(O)C(F)(F)F (configuration not stated)
    14%	-51%[20 µM]	i	0.1	i	55	0.2%	6%	0.8	81	-20%	.
Cc1cc(C(=O)O)ccc1-c1ccc(/C=N/n2cnnc2)o1
    -7%	-13%	i	0.4	i	28	-0.3%	22%	-0.4	102	-3%	7.1%
Cc1ccc(S(=O)(=O)N2CC(C(=O)O)Oc3ccccc32)cc1 (configuration not stated)
    -10%	-25%	i	0.8	i	31	-0.1%	11%	-1.6	73	4%	0.4%
CC1CCCN(S(=O)(=O)c2ccc(C(=O)Nc3sc4c(c3C(N)=O)CCN(C)C4)cc2)C1 (configuration not stated)
    19%	-18%	i	2.7	i	5	0.8%	22%	0.7	59	-66%	-0.2%
CC(=O)Nc1sc(N/N=C/c2ccc(N(C)C)cc2)nc1-c1ccc(C)cc1
    2%	14%	i	0.4	.	.	0.0%	8%	.	.	-5%	1.1%
CCC(C)NC(=S)NNC(=O)c1ccc(C(C)(C)C)cc1 (configuration not stated)
    4%	25%	i	0.3	i	67	0.8%	8%	-0.3	53	-18%	-0.9%
O=C(CN1CCC(NC(=O)C2CC2)CC1)Nc1ccccc1[N+](=O)[O-]
    -6%	5%	i	0.2	i	36	-0.1%	-15%	-0.2	62	-2%	-4.2%
CSc1n[nH]c2nc3c(c(=O)n12)C1(CCCC1)Cc1ccccc1-3
    -10%	-2%	i	0.8	i	35	-0.2%	18%	0.8	27	14%	2.7%
Cc1nnc(SCC(=O)NC(C)(C)C)n1NCc1c(F)cccc1Cl
    6%	18%[20 µM]	i	0.5	i	30	-0.1%	2%	0.3	68	-28%	.
CCC(=O)Nc1ccc(S(=O)(=O)N2CCCCC2)cc1OC
    1%	-18%	i	8.6	i	27	-0.2%	-2%	1.3	51	24%	-8.3%
CCN(CC)Cc1c(O)c(Cl)cc2c(C)cc(=O)oc12
    10%	1%	i	0.1	.	.	0.7%	20%	-1.3	92	-14%	-2.0%
COc1ccc(-c2nnc(SCc3ccc(C(=O)O)cc3)n2C)cc1OC
    15%	-1%[20 µM]	i	0.3	i	24	-0.1%	17%	-0.7	62	-3%	.
COc1ccc(CNCc2ccc3c(c2)OCO3)cc1Br
    18%	36%	i	0.4	i	44	-0.1%	-16%	-1.7	86	-3%	-6.5%
Cc1n[nH]c(=S)n1/N=C/c1c(O)ccc2ccccc12
    4%	-57%[20 µM]	i	0.0	i	66	-0.3%	12%	0.4	54	-11%	.
C#CCOCCOCCOCCNc1nc(N2CCN(C(=O)[C@H](Cc3cc4ccccc4[nH]3)n3cc([C@@H](N)C(C)CC)nn3)CC2)nc(N2CCN(C(=O)[C@H](Cc3cc4ccccc4[nH]3)n3cc([C@@H](N)CC(C)C)nn3)CC2)n1 (some centres not stated)
    8%	-14%	.	.	i	49	0.5%	3%	0.4	61	-39%	-0.9%
COc1ccc(-c2cc(C(F)(F)F)n3nc(C(=O)N4CCCC4)cc3n2)cc1
    0%	43%	i	0.9	i	30	-0.2%	19%	-0.5	48	-54%	0.1%
Cc1cccc(N=Nc2c(N)n[nH]c2N)c1
    8%	8%	i	0.2	i	15	0.4%	5%	0.7	65	-7%	-2.2%
CCCCNC(=O)c1ccc(CS(=O)(=O)Cc2ccccc2F)o1
    1%	15%	i	0.3	i	60	-0.3%	18%	1.1	52	-13%	-1.1%
Clc1ccc(-c2nc(C3CCCCC3)no2)cc1
    -1%	-28%	i	0.3	i	46	0.8%	-33%	0.9	96	-52%	-1.2%

# Screens from PubChem BioAssay.
